# Screening results deposited in PubChem by Broad Institute.
# esBAF inh: SWI/SNF esBAF complex inhibition; reporter increase, % at 12.5 µM; mouse ES cells, Bmi1-luciferase knock-in reporter, 24 h; 100% = twice the neutral-well signal; 350,000 tested, 2% active; in the data active = activation above about 40%;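 also: 0% = median of the plate's neutral control wells and 100% = double that signal; a rise in the Bmi1 reporter signal indicates esBAF inhibition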
# RAD54 branch: inhibitors of human RAD54 branch migration; Q92698; RAD54 Holliday junction branch migration, FAM/BHQ fluorescence; inhibition, % at 10.4 µM; 360,000 tested, 0.14% active; AID 602329;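 active = mean normalized replicate activity at least 40 and at least half of replicates scoring 40 or more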;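 also: 0% = median of neutral control wells and 100% = median of positive control wells; inhibitors cause a drop in the FAM fluorescence signal; in these data hits start at about 50%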
# Target sequence (Q92698 whole entry, looked up): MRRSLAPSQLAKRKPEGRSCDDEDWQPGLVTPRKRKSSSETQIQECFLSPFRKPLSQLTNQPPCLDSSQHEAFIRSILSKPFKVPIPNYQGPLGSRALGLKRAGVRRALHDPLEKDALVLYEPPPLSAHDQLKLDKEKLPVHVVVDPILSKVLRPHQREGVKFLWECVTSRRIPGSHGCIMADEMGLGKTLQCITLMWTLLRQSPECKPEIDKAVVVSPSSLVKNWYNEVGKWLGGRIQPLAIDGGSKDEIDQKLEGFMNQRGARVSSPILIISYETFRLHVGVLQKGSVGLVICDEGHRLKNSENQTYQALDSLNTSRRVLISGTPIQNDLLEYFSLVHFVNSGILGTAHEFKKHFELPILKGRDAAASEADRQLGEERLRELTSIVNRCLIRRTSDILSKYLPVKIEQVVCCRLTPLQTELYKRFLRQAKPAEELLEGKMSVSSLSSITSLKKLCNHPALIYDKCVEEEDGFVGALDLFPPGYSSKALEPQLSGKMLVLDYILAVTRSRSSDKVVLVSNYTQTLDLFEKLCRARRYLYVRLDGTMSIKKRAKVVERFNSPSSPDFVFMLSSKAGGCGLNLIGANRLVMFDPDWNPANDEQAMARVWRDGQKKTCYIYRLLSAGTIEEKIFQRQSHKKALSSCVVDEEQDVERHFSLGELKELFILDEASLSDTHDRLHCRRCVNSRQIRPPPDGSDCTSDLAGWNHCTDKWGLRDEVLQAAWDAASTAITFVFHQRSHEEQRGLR
# * hit, by the source's call. Not all compounds are listed; rates above refer to the full screens.
# Every second line gives: esBAF inh | RAD54 branch
CC1=C(C(=O)OC(C)C)C(/C=C/c2ccccc2)NC(=O)N1 (centres undefined)
 : -2 | -4
COc1ccc(C(=O)C2CCN(C(=O)c3ccco3)CC2)cc1
 : 17 | 2
CC(=NCC1CCCO1)C1=C(O)CC(C)(C)CC1=O (centres undefined)
 : -7 | -2
Cc1nnc(SCC(=O)N/N=C/c2cn(-c3ccccc3)nc2-c2ccc(F)cc2)n1-c1ccccc1
 : 4 | 1
Cc1nc2cc(NC(=O)NCc3ccco3)ccc2o1
 : 4 | 0
CC1(C)C(c2cccs2)=NC(c2ccccc2)N1O (centres undefined)
 : 14 | 5
CC(=O)OC(C(=O)NCc1ccc(F)cc1)c1ccccn1 (centres undefined)
 : -8 | 0
O=C(Cc1ccc(S(=O)(=O)N2CCOCC2)s1)N1CCN(c2cccc(C(F)(F)F)c2)CC1
 : -6 | -6
CCc1cc2c(=O)nc3n(c2s1)Cc1ccccc1/C3=C(/O)c1ccccc1Cl
 : 3 | -11
CC(=O)Oc1ccc(/C=N/NC(=O)C2CCCN2S(=O)(=O)c2ccc(Cl)cc2)cc1 (centres undefined)
 : 3 | -3
COc1cc(OC)nc(NC(=O)CSc2nnc(-c3ccccc3)n2C2CCCCC2)n1
 : -4 | 8
CCCCc1c(O)nc(SCC(=O)Nc2ccc3c(c2)CCC3)[nH]c1=O
 : 1 | 1
O=C(CCc1ccc(S(=O)(=O)N2CCCCC2)cc1)c1nnc(-c2ccccc2)o1
 : 9 | -3
O=C(Nc1ccccc1)N1CCn2c1nc1ccccc12
 : 15 | 3
C#CCOCCOCCOCCNc1nc(N2CCN(C(=O)CCCCCCCCCCNC(=O)Cn3cc(CCCCCN)nn3)CC2)nc(N2CCN(C(=O)CCCCCCCCCCNC(=O)[C@@H]([C@H](C)O)n3cc(C)nn3)CC2)n1
 : 13 | 3
CN1C=CC2=C(C#N)C(N)C(C#N)(C#N)[C@H](c3ccccc3)[C@H]2C1 (some centres undefined)
 : 3 | -38
CCCCC1=CC2=C(c3ccco3)C(=O)C(C)(OC(=O)c3ccc(OC)cc3)C(=O)C2=CN1CCN1CCOCC1 (centres undefined)
 : -9 | 11
CCC(C)(C)n1nnnc1C(c1ccc(O)c(OC)c1)N1CCc2ccccc2C1 (centres undefined)
 : -5 | -13
CCn1nnc(NC(=O)c2ccccc2Br)n1
 : 20 | -6
CC(C)OCCCn1c(-c2ccco2)nc2nc3ccccc3nc21
 : -7 | 2

# 3 entries already listed, ordered by their value in esBAF inh, falling:
canonical_smiles	esBAF inh
COc1ccc(C(=O)C2CCN(C(=O)c3ccco3)CC2)cc1	17
O=C(Nc1ccccc1)N1CCn2c1nc1ccccc12	15
CC(=NCC1CCCO1)C1=C(O)CC(C)(C)CC1=O (centres undefined)	-7

# Filtered by structure, the entries above containing an aryl thioether with sulfur outside any ring
# Every second line gives: esBAF inh | RAD54 branch
Cc1nnc(SCC(=O)N/N=C/c2cn(-c3ccccc3)nc2-c2ccc(F)cc2)n1-c1ccccc1
 : 4 | 1
COc1cc(OC)nc(NC(=O)CSc2nnc(-c3ccccc3)n2C2CCCCC2)n1
 : -4 | 8
CCCCc1c(O)nc(SCC(=O)Nc2ccc3c(c2)CCC3)[nH]c1=O
 : 1 | 1

# Other records follow.
# Every second line gives: esBAF inh | RAD54 branch
CC(=O)c1c(N2CCN(c3cccc(Cl)c3)CC2)nc(=S)n(-c2ccccc2)c1C
 : 4 | 7
COc1ccc(N2C(=O)CC(Nc3cccc(C(C)=O)c3)C2=O)cc1OC (centres undefined)
 : 7 | 6
Cc1noc2ncnc(Oc3ccccc3)c12
 : -9 | 3
Cc1ccc(/C(O)=C2\C(=O)C(=O)N(c3cc(C)on3)C2c2cccc(Cl)c2)cc1 (centres undefined)
 : -10 | -8
O=C(O)c1ccc(OC2CSC2)cc1
 : -2 | 1
Cc1ccccc1-n1c(SCc2c(C)noc2C)nnc1-c1cccnc1
 : 4 | -6
Cc1[nH]c2c(C)cccc2c1CCNC(=O)c1ccc2c(c1[N+](=O)[O-])C(=O)c1ccccc1C2=O
 : 3 | -5
CNC(=S)N(Cc1ccc(OC)cc1)C1CC(=O)N(c2ccc(OC)cc2)C1=O (centres undefined)
 : 2 | -9
COC(=O)CCC(=O)OC1(C)C(=O)C2=CN(CCc3ccccn3)C(c3ccc(OC)cc3)=CC2=C(Br)C1=O (centres undefined)
 : 4 | -1
O=C(CSC1=Nc2ccccc2C2=NC(c3ccccc3)C(=O)N12)NCC1CCCO1 (centres undefined)
 : 1 | 1
O=C(CC1NCCNC1=O)OCc1ccccc1 (centres undefined)
 : 13 | 9
Nc1nc(SCC(=O)Nc2ccccc2-c2ccccc2)n[nH]1
 : -5 | 14
O=C(Nc1nc2c(s1)CCCC2)c1ccc(Br)s1
 : 11 | 7
Cc1cc(-c2cc(-c3ccc(Cl)cc3)nc(N)c2C#N)co1
 : -9 | -6
CCN(CC)CCNC(=O)c1c(O)c2cccc3c2n(c1=O)CCC3
 : 7 | 23
Cc1ccc(S(=O)(=O)CC(=O)N(C)C)cc1
 : -2 | 7
O=C(Nc1nnc(C2CC2)s1)c1cc(-c2ccccc2)nn1-c1ccccc1
 : 3 | -7
CC(=O)c1cc2c(cc1NC(=O)CCn1cccc1)OCO2
 : -16 | -7
O=C(Cc1c[nH]c2ccccc12)Nc1nccs1
 : 13 | -11
COc1cc(SC)ccc1C(=O)Nc1ccc2c(c1)CCN2S(C)(=O)=O
 : 22 | 9
Clc1ccc(NC2=NCCCCC2)cc1
 : 3 | 1
COc1ccc(-c2csc(NC(=O)c3nc(-c4ccccc4)oc3C)n2)cc1
 : -7 | 9
CCOC(=O)C1CCN(C(=O)c2c(-c3c(Cl)cccc3Cl)noc2C)CC1
 : -6 | 1
COC(=O)c1ccc(NC(=O)c2ccccc2N(C)S(C)(=O)=O)cc1
 : 2 | 1
Cc1noc(NS(=O)(=O)c2ccc(NC(=O)CS(=O)(=O)c3ccccc3)cc2)c1C
 : 0 | -4
Cc1cc(C(F)(F)F)nn1CC(=O)N1CCCC1
 : 1 | -4
O=C(NNC(=O)c1cc2cc3ccccc3nc2s1)c1ccc(F)cc1
 : -10 | 4
CCCCC(NC(=O)c1ccc(Cl)cc1)C(=O)O (centres undefined)
 : -1 | -10
C=CCn1c(SCc2ccc(C#N)cc2)nnc1-c1cccc(OC)c1
 : 3 | -3
COc1ccc(NC2CC(=O)NC2=O)cc1 (centres undefined)
 : -1 | -5
CCN(Cc1ccccc1)C(=O)COC(=O)c1n[nH]c2ccccc12
 : -2 | 0
CCOc1ccc(NC(=O)[C@@H](NC(=O)c2ccccc2Br)C(C)C)cc1
 : 5 | -14
COc1ccc2c(c1)C(C1C(=O)CCCC1=O)c1ccccc1O2 (centres undefined)
 : 11 | -3
NC(=O)C1CCN(C(c2ccccc2Cl)c2nnnn2Cc2ccc3c(c2)OCO3)CC1 (centres undefined)
 : -4 | 5
NC(=O)COC(=O)c1ccc(S(=O)(=O)N2CCCCCC2)cc1
 : -5 | 0
CCOC(=O)N=S(N)(=O)c1ccc(Cl)cc1 (centres undefined)
 : 2 | -12
CN(C(=O)C1CCCO1)c1nnc(-c2ccncc2)s1 (centres undefined)
 : -10 | -14
Cc1ccc(NC(=O)CSc2nnc(-c3cccs3)n2Cc2ccco2)cc1
 : -3 | 9
O=C(c1ccco1)N1C(=O)c2cccc3cccc1c23
 : -2 | 6
Clc1ccc(-c2ccnc(Oc3ccc4ccccc4c3)n2)cc1
 : -1 | -2
O=C(Nc1nnc(-c2ccco2)s1)C1CCCCC1
 : 77* | 2
CCOc1ccc(CCNC(=O)C2CCN(S(=O)(=O)CC)CC2)cc1OCC
 : 2 | -1
CC(c1ccccc1)N1C(=O)c2ccc(C(=O)NCc3ccco3)cc2C1=O (centres undefined)
 : 1 | 2
c1ccc(-n2cnnc2SCc2cn3cccnc3n2)cc1
 : -4 | -3
Cc1ccc(NC(=O)CNc2cccc(C)c2C)c(C)c1
 : 9 | 6
Cc1sc2ncnc(N[C@@H](CCC(=O)O)C(=O)O)c2c1C
 : -5 | -13
Cc1ccc(N2CC(C(=O)OCC(=O)C(C)(C)C)CC2=O)cc1 (centres undefined)
 : -3 | -1
O=S1(=O)CCC(N=Cc2cc(Br)ccc2O)C1 (centres undefined)
 : 5 | 0
CCC(C)(C(=O)NC1CCCC1)N(Cc1ccco1)C(=O)Cc1cccs1 (centres undefined)
 : -5 | -3
COc1ccc(CCNCc2ccc(OCc3ccc(Cl)nc3)c(OC)c2)cc1OC
 : -8 | -10
O=C(O)CC(=O)Nc1ccccc1C(=O)O
 : -3 | -1
O=C(Nc1ccccc1C(F)(F)F)c1cc(-c2cccc(O)c2)on1
 : 31 | 1
CCOC(=O)N1CCN(CC(=O)Nc2c(C(=O)OC)[nH]c3cc(C)ccc23)CC1
 : 0 | -6
O=C(CSc1nc2c(c(=O)n1-c1ccc(F)cc1)SCC2)N1CCCC1
 : -4 | -4
Cc1nc(Sc2ccccc2)c(C#N)cc1-c1ccccc1
 : 20 | -13
O=C(O)CCC(=O)N1CCc2cc(S(=O)(=O)NCCc3ccc(Cl)cc3)ccc21
 : -3 | -2
O=C(Nc1c2ccccc2nc2ccccc12)C(Cl)(Cl)Cl
 : 3 | 83*
c1ccc2c(CNCCN3CCOCC3)cccc2c1
 : -4 | -9
CCOC(=O)CCC(=O)OCC(=O)NC(C)C1CC2CCC1C2 (centres undefined)
 : 1 | -4
Cc1ccc(NC(=O)COc2ccc(S(=O)(=O)N3CCOCC3)cc2)cc1
 : 4 | -3

# Carrying on:
# Every second line gives: esBAF inh | RAD54 branch
COc1ccc(/C(O)=C2/C(=O)C(=O)N(CCCN(C)C)C2c2ccc(Cl)cc2)cc1OC (centres undefined)
 : 4 | 8
O=C(NCc1ccco1)c1nc2ncccn2n1
 : -2 | -20
CCOC(=O)CN1C(=O)S/C(=C/c2cc(C)n(-c3ccccn3)c2C)C1=O
 : 45* | 5
O=C(NC(=S)Nc1cccc2cccnc12)c1ccccc1
 : 26 | 1
Cc1ccccc1NS(=O)(=O)c1cc(C(=O)N2CCCC2)ccc1C
 : -3 | -1
Cc1ccc(SCCNC(=O)c2ccc(C)c([N+](=O)[O-])c2)cc1
 : -10 | -2
N=c1ccn(Cc2ccc(Cl)cc2)cc1
 : 14 | 2
Cc1ccc(N2C(=O)C3CC(c4ccccc4)=C4C5C=CC(C6C(=O)N(c7ccc(C)cc7C)C(=O)C56)C4C3C2=O)c(C)c1 (centres undefined)
 : 3 | 3
COc1ccc(Cl)cc1NC(=O)CSc1nnc(COc2ccccc2)n1N
 : 1 | -2
COc1cc(-c2nn3c(C4CCCCC4)nnc3s2)cc(OC)c1OC
 : 2 | 3
CC(C)(C)C1CCC(OC(=O)CN2CCOCC2)CC1 (centres undefined)
 : 13 | 1
CCCc1nc(S(=O)(=O)Cc2ccc(Cl)cc2Cl)n[nH]1
 : -5 | 1
O=C(Cn1cc(C(=O)c2ccco2)c2ccccc21)Nc1ccccc1
 : 0 | -8
CCOC(=O)N1CCN(C(=O)c2ccc3c(=O)n(-c4ccc(OC)cc4OC)c(=S)[nH]c3c2)CC1
 : 8 | -6
CCc1nc2c(OCc3c(C)noc3C)cccn2c1N(C)C(=O)c1ccccc1F
 : -7 | -3
COc1ccc(CNC(=O)C(OC(=O)c2ccco2)c2ccc(OC)cc2)cc1 (centres undefined)
 : 0 | 2
CNC(=O)C1CCCN1S(=O)(=O)c1ccc(OC)cc1 (centres undefined)
 : -3 | -2
Clc1c(-c2nnc3n2CCC3)sc2ccccc12
 : 26 | -2
N[C@@]12CCc3nonc3[C@]1(O)CC(c1ccccc1)=[N+]2[O-]
 : -15 | 2
CC1(C)C(=O)N(OCc2ccccc2)C(C)(C)C(=O)N1OCc1ccccc1
 : -13 | 3
Cc1cc(C(F)(F)F)c(C#N)c(=O)[nH]1
 : -11 | 1
CCCCOC(=O)Nc1ccccc1C(=O)OC
 : -7 | 7
O/N=C(\c1ccc(Cl)cc1Cl)c1ncc(C(F)(F)F)cc1Cl
 : -5 | 3
Cc1ccc(-c2nnn(CC(=O)N(c3ccccc3)C(C(=O)NC(C)(C)C)c3cccs3)n2)o1 (centres undefined)
 : -3 | 4
Cc1cc(Cl)ccc1OCCCC(=O)Nc1cccnc1
 : -4 | 1
Cc1nc(SCC(=O)Nc2cc(C)on2)c2c3c(sc2n1)CCCC3
 : 0 | -4
O=C(CSc1nnc(COc2ccccc2)o1)NCCc1ccccc1
 : 5 | 8
C/C=C(/C)C(=O)OC1CC(C)(C)C[C@H]2C3=CC[C@@H]4[C@@]5(C)CCC(O[C@@H]6O[C@@H](C(=O)O)[C@@H](O)C(O[C@@H]7OC[C@H](O)[C@@H](O)[C@@H]7O[C@@H]7OC(CO)C(O)[C@@H](O)[C@@H]7O)C6O[C@@H]6OC(CO)C(O)C(O)C6O)[C@@](C)(CO)[C@@H]5CC[C@]4(C)[C@]3(C)CC(O)[C@@]12CO (some centres undefined)
 : -14 | -44
CCOC(=O)c1[nH]nc2c1C(=O)N(CC)C2=O
 : 2 | 2
O=c1cc(C(F)(F)F)nc(SC/C=C/c2ccccc2)[nH]1
 : -3 | 6
CSc1cccc(NC(=O)C2CCCN(S(=O)(=O)c3ccc(F)cc3)C2)c1 (centres undefined)
 : 5 | 4
Cc1cc(C)n2nc(Nc3ccccc3)cc2n1
 : 33 | 10
N#Cc1c(NC(=O)CSCC(=O)O)sc2c1CCCC2
 : -3 | 3
CCOC(=O)/C=c1\s/c(=C\c2ccccc2OC)c(=O)n1CC(=O)N1CCOCC1
 : -3 | -3
O=C(NCCN=C1NS(=O)(=O)c2ccccc21)c1ccc(S(=O)(=O)N2CCOCC2)cc1
 : -5 | -4
CC12CCC(c3nnc(SCc4ccc(Cl)cc4)nc31)C2(C)C (centres undefined)
 : 4 | -7
CCN1CCN(c2nc(SC)nc3sc4c(c23)CC(C)(C)OC4)CC1
 : -1 | 2
CCSC1(SCC)N=C(N)C2(C#N)C(c3ccc(F)cc3)C12C#N (centres undefined)
 : 0 | -9
